Screening results deposited in PubChem by several laboratories.
GDH-TPI inh – GDH-TPI coupling enzyme inhibitors, primary screen, artefact control for M. tuberculosis FBA inhibitor project, biochemical, absorbance, full deck; GDH-TPI coupled enzyme counterscreen, NADH absorbance; inhibition, % at 4.8 µM; 1.2% of 360,000 active; in the data active = inhibition above about 30%;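 also: 0% = DMSO wells and 100% = wells lacking the enzyme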
Mtb BioA inh – M. tuberculosis BioA enzyme inhibitors, primary screen, biochemical, plate reader, single point, HTS. purified M. tuberculosis BioA enzyme. inhibition, % at 9.99 µM. 0.096% of 360,000 active. 7,8-diaminopelargonic acid synthase BioA (Mycobacterium tuberculosis); in the data active = inhibition above about 40%; inconclusive = no clear call, values can overlap the other calls
BoNT F protease – BoNT/F light chain protease inhibitors, primary screen, biochemical, flow cytometry, MLPCN library. AID 588497, 2011. inhibition, % at 10 µM. Multiplex microsphere protease cleavage assay. 0.22% of 360,000 active; in the data active = inhibition above about 35%, passing the limit was not always enough; inconclusive = no clear call, values can overlap the other calls; also: plate controls were buffer without enzyme for full effect and enzyme alone for no effect
PrPC TRFRET – inhibitors of human cell surface prion protein PrPC, primary screen, cell-based, TR-FRET; Major prion protein (Homo sapiens), P04156; TR-FRET read-out; inhibition, % at 13.8 µM; 0.43% of 370,000 active; in the data active = inhibition above about 24%; also: 0% = median of the test wells and 100% = reference compound wells
UGM FP inh – M. tuberculosis UGM enzyme inhibitors, primary screen, biochemical, fluorescence polarization, single point; purified UGM, fluorescence polarization probe displacement; inhibition, % at 10 µM; 0.06% of 320,000 active; UDP-galactopyranose mutase (Mycobacterium tuberculosis (strain ATCC 25618 / H37Rv)), …; in the data active = inhibition above about 10%, passing the limit was not always enough; inconclusive = no clear call, values can overlap the other calls
Target sequence (P9WIQ1 whole entry, looked up): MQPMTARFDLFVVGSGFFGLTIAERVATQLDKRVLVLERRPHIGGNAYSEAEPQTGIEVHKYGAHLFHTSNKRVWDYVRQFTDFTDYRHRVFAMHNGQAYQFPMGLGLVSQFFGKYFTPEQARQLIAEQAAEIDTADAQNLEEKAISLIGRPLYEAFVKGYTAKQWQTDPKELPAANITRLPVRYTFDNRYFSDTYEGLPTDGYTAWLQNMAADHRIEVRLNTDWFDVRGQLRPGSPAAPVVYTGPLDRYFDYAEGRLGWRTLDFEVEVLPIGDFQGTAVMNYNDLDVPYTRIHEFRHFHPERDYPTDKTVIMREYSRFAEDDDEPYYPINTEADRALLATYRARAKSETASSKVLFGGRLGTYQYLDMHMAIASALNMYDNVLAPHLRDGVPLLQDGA
Rv3671c inh – Rv3671c serine protease inhibitors, primary screen, biochemical, fluorescence polarization, M. tuberculosis H37Rv | AID 2606, 2010 | inhibition, % at 5.96 µM | P9WHR9 | 0.048% of 320,000 active; in the data active = inhibition above about 38%;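 also: extracellular domain of Rv3671c used as enzyme; 0% = enzyme with DMSO and 100% = no enzyme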
Target sequence (P9WHR9 whole entry, looked up, the tested form may be a part): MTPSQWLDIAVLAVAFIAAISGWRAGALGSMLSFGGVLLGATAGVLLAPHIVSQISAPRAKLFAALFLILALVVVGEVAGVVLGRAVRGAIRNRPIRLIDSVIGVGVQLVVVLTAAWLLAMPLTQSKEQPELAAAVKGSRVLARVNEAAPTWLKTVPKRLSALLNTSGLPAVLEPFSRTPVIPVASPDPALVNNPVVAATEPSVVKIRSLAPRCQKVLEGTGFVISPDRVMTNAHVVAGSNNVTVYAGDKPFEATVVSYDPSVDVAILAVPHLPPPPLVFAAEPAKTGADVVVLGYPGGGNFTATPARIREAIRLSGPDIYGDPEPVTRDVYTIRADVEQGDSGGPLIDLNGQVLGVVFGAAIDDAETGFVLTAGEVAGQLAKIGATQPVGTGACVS
MazEF act – activators of E. coli MazEF toxin-antitoxin RNase, primary screen, biochemical, fluorescence, uHTS; Endoribonuclease toxin MazF (Escherichia coli (strain K12)), P0AE70; FAM/BHQ RNA-DNA oligo cleavage fluorescence, 5 h; activation, % at 20 µM; 0.32% of 350,000 active; in the data active = activation above about 50%
Target sequence (P0AE70 whole entry, looked up): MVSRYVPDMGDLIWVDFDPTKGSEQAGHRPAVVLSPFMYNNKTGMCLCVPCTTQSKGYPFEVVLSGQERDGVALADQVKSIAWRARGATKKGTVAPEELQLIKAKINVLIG
FadD28 binding – inhibitors of FadD28 bisubstrate probe binding, primary screen, biochemical, fluorescence polarization, single point; Mycobacterium tuberculosis FadD28 fatty-acid-AMP ligase; inhibition, % at 12.5 µM; 0.22% of 360,000 active; in the data active = inhibition above about 8.5%, passing the limit was not always enough; inconclusive = no clear call, values can overlap the other calls
FBA Mtb inh – Mtb FBA enzyme inhibitors, primary screen, biochemical, fluorescence, strain H37Rv | Fructose-bisphosphate aldolase (Mycobacterium tuberculosis (strain ATCC 25618 / H37Rv)), … | purified M. tuberculosis FBA, fluorescence read-out | inhibition, % at 1 µM | 2.3% of 360,000 active | AID 588726, 2011; in the data active = inhibition above about 27%;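 also: 0% = vehicle and 100% = reference inhibitor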
* = called active by the depositor; u = inconclusive; x = no result given. Rows were taken by chance; 4.8% or so of the library scored in one or more.

SMILES | GDH-TPI inh | Mtb BioA inh | BoNT F protease | PrPC TRFRET | UGM FP inh | Rv3671c inh | MazEF act | FadD28 binding | FBA Mtb inh
COc1ccc(OCc2cc(/C=N\NC(=O)c3ccccc3)ccc2OC)cc1 | 19.5 | -0.6 | -4.2 | 3.5 | 1.4 | -48.3 | -9.3 | -6.3 | 0.8
C=CCn1c(SC(F)F)nc2scc(-c3ccco3)c2c1=O | 6.7 | 0.7 | -0.6 | -13.4 | 0.0 | -0.8 | -3.7 | -0.4 | -0.1
CCOC(=O)CCc1c(C)c(C#N)c2nc3ccccc3n2c1-n1ccnc1 | 3.9 | -4.0 | -2.6 | 2.3 | -1.3 | 3.0 | 2.4 | 0.8 | 0.5
O=C(COc1cccnc1[N+](=O)[O-])NCc1ccccc1 | 3.6 | -0.6 | -11.4 | -21.7 | 0.0 | 0.9 | -9.2 | -1.7 | -0.6
CCCC1SCC(C)(C)NC1=O (stereo unspecified) | 8.5 | -2.3 | -2.5 | -2.6 | x | x | 11.7 | u | -1.6
CC(C)(CO)CNC1CCCN(C2Cc3ccccc3C2)C1 (stereo unspecified) | 4.3 | 1.4 | -2.3 | 8.2 | 1.3 | -1.6 | 8.9 | -3.0 | -0.1
NC(=O)SC/C(=N\S(=O)(=O)c1ccccc1)Nc1ccccc1 | 4.8 | -0.2 | -8.8 | 2.5 | 3.3 | -2.3 | 3.7 | 0.1 | 0.3
Cc1c(C)n(C)c2ccc([N+](=O)[O-])cc12 | 13.7 | -0.7 | -26.1 | 0.8 | -0.8 | -1.1 | 5.2 | -0.2 | 0.8
CCN(CC)CC(C)OC(=O)c1cc(OC)c(OC)c(OC)c1 (stereo unspecified) | -6.5 | 0.6 | 4.0 | -5.8 | 2.5 | 11.2 | 9.9 | -0.9 | 2.4
Clc1ccc(-c2ncc3ccccn23)cc1 | 0.7 | x | 2.9 | -7.1 | 0.3 | 3.8 | -1.4 | -1.3 | 10.7
Cc1nc(/C(=N/O)C(N)=O)cs1 | 0.5 | -0.7 | -2.1 | -1.5 | 0.7 | 3.1 | 10.6 | -2.3 | -0.3
C=CCn1c(SCC(=O)Nc2cc(NC(C)=O)ccc2OC)nnc1-c1ccccn1 | 4.8 | 1.8 | 1.0 | 2.2 | -0.4 | 2.1 | 0.9 | -3.0 | 0.1
CC(C)(C)OC(=O)N1CCC(c2c(C(=O)N3CCN(C(=O)c4ccco4)CC3)cnn2-c2cccc(Cl)c2)CC1 | -6.6 | 1.1 | 17.4 | 0.3 | 0.4 | -3.4 | 2.9 | -0.6 | 2.0
Cc1ccc(NC(=O)CN(c2ccccc2)S(=O)(=O)N(C)C)cc1C | -1.7 | 0.3 | -8.4 | -2.9 | -0.4 | 1.4 | -10.1 | 3.0 | 8.2
S=c1[nH]c2ccccc2n2cccc12 | 20.9 | -2.5 | 2.5 | 7.0 | -1.5 | 6.5 | 10.1 | -3.4 | 1.0
COc1ccccc1NC(=O)c1ccccc1NC(=O)c1ccccn1 | -7.9 | -0.9 | 11.2 | -0.5 | x | x | 1.8 | -0.1 | -3.6
CSc1ccccc1NC(=O)CSCc1ccc(Br)cc1 | 7.6 | 0.1 | -0.7 | 0.7 | 0.1 | -16.1 | -3.8 | -4.4 | -0.1
CCN1C(=O)CCC(C(=O)O)C1c1ccc(OC)cc1 (stereo unspecified) | 8.8 | -0.2 | u | -3.4 | 0.7 | 0.3 | 3.5 | -0.6 | -0.9
O=C(O)c1cc2cc(Oc3ccccc3)ccc2[nH]1 | 13.7 | -2.4 | x | -2.6 | 1.3 | -0.2 | -1.4 | -10.0 | 11.3
Cc1ccc(C(=O)C2CCN(CC(=O)Nc3nc(C)cs3)CC2)cc1 | 7.0 | 8.7 | 2.0 | -9.4 | -1.8 | -6.9 | 3.5 | 0.4 | -1.9
O=C(NCCNC(=O)c1ccccn1)c1ccccc1 | -12.8 | -1.4 | -2.5 | -6.1 | -1.0 | -15.6 | 5.7 | -4.5 | -0.2
O=c1cc(N2CCC(Cc3ccccc3)CC2)[nH]c(=O)n1C1CCCCC1 | -3.1 | -0.4 | -4.2 | -1.4 | -1.3 | 5.2 | -4.7 | -2.8 | 1.7
Cc1ccc(NC(=O)c2ccc(Cl)nc2)cc1 | -1.3 | x | -4.5 | -1.0 | -1.1 | 2.3 | -4.4 | 0.5 | -2.5
Cc1cccc(N(C(=O)Cn2nnc(-c3ccc(C)o3)n2)C(C(=O)NC2CCCC2)c2ccncc2)c1 (stereo unspecified) | -8.4 | -1.1 | -19.0 | 5.5 | 1.2 | 9.0 | 5.0 | -3.1 | -4.4

Another view of some results above:
Screens in order: GDH-TPI inh | Mtb BioA inh | BoNT F protease | PrPC TRFRET | UGM FP inh | Rv3671c inh | MazEF act | FadD28 binding | FBA Mtb inh
CSc1ccccc1NC(=O)CSCc1ccc(Br)cc1
  7.6 | 0.1 | -0.7 | 0.7 | 0.1 | -16.1 | -3.8 | -4.4 | -0.1
CCN1C(=O)CCC(C(=O)O)C1c1ccc(OC)cc1 (stereo unspecified)
  8.8 | -0.2 | u | -3.4 | 0.7 | 0.3 | 3.5 | -0.6 | -0.9
O=C(O)c1cc2cc(Oc3ccccc3)ccc2[nH]1
  13.7 | -2.4 | x | -2.6 | 1.3 | -0.2 | -1.4 | -10.0 | 11.3
Cc1ccc(C(=O)C2CCN(CC(=O)Nc3nc(C)cs3)CC2)cc1
  7.0 | 8.7 | 2.0 | -9.4 | -1.8 | -6.9 | 3.5 | 0.4 | -1.9
O=C(NCCNC(=O)c1ccccn1)c1ccccc1
  -12.8 | -1.4 | -2.5 | -6.1 | -1.0 | -15.6 | 5.7 | -4.5 | -0.2
O=c1cc(N2CCC(Cc3ccccc3)CC2)[nH]c(=O)n1C1CCCCC1
  -3.1 | -0.4 | -4.2 | -1.4 | -1.3 | 5.2 | -4.7 | -2.8 | 1.7
Cc1ccc(NC(=O)c2ccc(Cl)nc2)cc1
  -1.3 | x | -4.5 | -1.0 | -1.1 | 2.3 | -4.4 | 0.5 | -2.5
Cc1cccc(N(C(=O)Cn2nnc(-c3ccc(C)o3)n2)C(C(=O)NC2CCCC2)c2ccncc2)c1 (stereo unspecified)
  -8.4 | -1.1 | -19.0 | 5.5 | 1.2 | 9.0 | 5.0 | -3.1 | -4.4

Other entries follow.
SMILES | GDH-TPI inh | Mtb BioA inh | BoNT F protease | PrPC TRFRET | UGM FP inh | Rv3671c inh | MazEF act | FadD28 binding | FBA Mtb inh
Cc1cc(C)n(/N=C/c2cccc(O)c2)c(=O)c1C(N)=O | 15.2 | -2.4 | -14.7 | -6.3 | 0.4 | -2.6 | 15.0 | 0.7 | 3.6
O=C(O)CC/C(=N/NC(=O)c1cccs1)c1ccccc1 | 8.6 | x | -3.7 | 9.2 | -1.1 | 3.2 | 2.1 | -1.0 | 2.7
COCCCNC(=O)CC1C[C@H](C(=O)N2CCCCC2)[C@@]2(CCc3ccccc3)c3[nH]c4ccc(OC)cc4c3CCN2C1=O (stereo partly specified) | 15.4 | 1.4 | -0.7 | -8.2 | x | x | 2.3 | -1.8 | 3.1
CCc1n[nH]c(=S)n1/N=C/c1c[nH]c2ccc(Br)cc12 | 4.7 | x | -4.8 | -8.2 | -0.5 | 2.0 | -5.9 | -4.6 | 4.9
O=C(Nc1cc(S(=O)(=O)N2CCOCC2)ccc1Cl)c1cc(=O)c2ccccc2o1 | -5.4 | x | 2.3 | -1.0 | 0.9 | 4.3 | 3.7 | -0.7 | -1.5
COC(=O)CNC(=O)/C=C/c1ccc(OC)cc1 | -7.4 | -1.5 | -1.3 | x | 0.3 | -0.6 | -0.2 | -2.4 | -0.8
CCC(NC(=S)NCc1ccc(F)cc1)c1ccc(C(C)C)cc1 (stereo unspecified) | -0.4 | -0.5 | 6.1 | 7.2 | -1.2 | -9.3 | -1.5 | -3.1 | 0.5
COc1ccc(OC)c(Nc2nc(-c3sc(N)nc3C)cs2)c1 | 16.7 | x | 9.6 | 3.8 | 3.0 | 3.9 | 2.7 | 0.1 | -1.2
CN(C(=O)COc1ccc(Cl)cc1Cl)C1(C)CCS(=O)(=O)C1 (stereo unspecified) | 10.1 | 1.2 | 3.2 | -4.9 | -0.6 | 2.0 | -0.7 | 0.4 | 5.8
CCCCN1C(=O)NC(NC(=O)c2ccco2)(C(F)(F)F)C1=O (stereo unspecified) | -7.2 | -0.2 | -8.3 | 1.7 | 1.1 | -3.2 | 12.8 | -4.6 | 3.0
CCCCSc1n[nH]c(=S)c2nc[nH]c12 | 18.7 | 7.3 | 5.2 | 5.4 | x | x | -5.1 | -2.8 | 3.8
CC(C)NC(=S)N/N=C1\CCCCc2ccccc21 | 5.9 | x | -8.1 | -9.2 | 3.0 | -5.3 | 4.2 | 1.0 | -2.8
O=c1[nH]c(CSc2ncnc3sccc23)nc2ccccc12 | -12.5 | -0.5 | -0.8 | 4.7 | 0.3 | 5.5 | -3.9 | -0.7 | 1.1
CC[C@@H](C)[C@@H](C(=O)N1CCN(C(=O)OC(C)(C)C)CC1)n1cc(CCCN=C(NC(=O)OC(C)(C)C)NC(=O)OC(C)(C)C)nn1 | 1.4 | -1.4 | -6.6 | 1.8 | -0.1 | 4.3 | 4.9 | -0.9 | -2.1
O=C(NC1CCCCC1NC(=O)c1ccco1)c1ccco1 (stereo unspecified) | -7.5 | -0.6 | -1.6 | 1.8 | 2.7 | 2.6 | 1.4 | -3.2 | -1.5
CCOC(=O)c1[nH]ncc1CN1CCCC(C(=O)c2ccc(OC)cc2C)C1 (stereo unspecified) | 4.3 | x | -5.0 | -6.8 | -0.6 | -8.8 | 5.1 | -2.7 | 2.4
CCCCN(CCCC)S(=O)(=O)c1ccc2[nH]c(=O)[nH]c2c1 | -8.3 | 0.1 | -2.4 | 2.1 | 0.0 | 4.9 | -13.1 | -7.3 | 0.3
COc1ccc(S(N)(=O)=O)cc1C(=O)NNC(=O)CN(C)S(=O)(=O)c1ccc(Cl)cc1 | 0.7 | -5.7 | -5.7 | -4.6 | -1.8 | 0.9 | 7.7 | -4.3 | -0.2
CCN1CCN(S(=O)(=O)c2ccc(Cl)c(C(=O)N(C)Cc3cccc(Cl)c3Cl)c2)CC1 | -1.4 | 1.6 | 2.4 | 2.7 | 2.3 | 6.2 | -0.9 | -4.2 | -0.6
COc1cc(C(=O)O)c2ccccc2n1 | 7.3 | x | -15.8 | 5.8 | -1.5 | -11.6 | 0.3 | -0.6 | 0.8
COC(=O)C1=C(c2cccc(OC)c2OC)C[C@@H]2CC[C@H]1N2C(=O)NCCO | 0.4 | 0.2 | -4.2 | -5.0 | -0.6 | -2.3 | -16.1 | 0.4 | 2.2
CCOC(=O)c1cn(CC#N)c2cc(F)c(F)cc2c1=O | 9.7 | x | -12.3 | 5.2 | -0.5 | 2.2 | 3.9 | -1.6 | -0.1
CC1(C)OC(=O)N(CC(=O)Nc2ccccc2)C1(C)O (stereo unspecified) | 0.4 | x | 4.1 | -1.5 | 1.9 | -15.9 | 6.3 | 2.5 | 1.8
O=C(Nc1csc(Cl)c1)c1ccccc1 | -3.8 | -0.2 | x | 11.9 | 0.4 | -3.6 | 5.4 | -1.7 | 1.4
Cc1ccc(C(=O)NC(=S)Nc2cc(C(F)(F)F)ccc2Cl)cc1 | -4.4 | -0.8 | -4.5 | -0.5 | -5.7 | -0.6 | -24.4 | -2.9 | -0.9
Cc1ccc(SC[C@H](Cc2ccccc2)N2CC[C@@H](C)CCC2=O)cc1 | 3.6 | -3.2 | 1.3 | 10.2 | 0.6 | -9.1 | 0.7 | 1.3 | 2.1
Cc1cccc(-n2c(C)cc(/C=N/NC(=O)c3cccc([N+](=O)[O-])c3C)c2C)c1 | 3.8 | -0.1 | 0.1 | 0.8 | 2.3 | 3.1 | -6.8 | 0.5 | 0.3
